High-throughput results (PubChem)
RAD52 inh – RAD52 DNA annealing inhibitors, primary screen, biochemical, FRET, single point, set 2. DNA repair protein RAD52 homolog (Homo sapiens), P43351. recombinant RAD52 DNA annealing, FRET fluorescence. inhibition, % at 18.7 µM. 360,000 compounds, 0.46% hits;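 active means every replicate showing at least 50% inhibition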
Target sequence (P43351 whole entry, looked up): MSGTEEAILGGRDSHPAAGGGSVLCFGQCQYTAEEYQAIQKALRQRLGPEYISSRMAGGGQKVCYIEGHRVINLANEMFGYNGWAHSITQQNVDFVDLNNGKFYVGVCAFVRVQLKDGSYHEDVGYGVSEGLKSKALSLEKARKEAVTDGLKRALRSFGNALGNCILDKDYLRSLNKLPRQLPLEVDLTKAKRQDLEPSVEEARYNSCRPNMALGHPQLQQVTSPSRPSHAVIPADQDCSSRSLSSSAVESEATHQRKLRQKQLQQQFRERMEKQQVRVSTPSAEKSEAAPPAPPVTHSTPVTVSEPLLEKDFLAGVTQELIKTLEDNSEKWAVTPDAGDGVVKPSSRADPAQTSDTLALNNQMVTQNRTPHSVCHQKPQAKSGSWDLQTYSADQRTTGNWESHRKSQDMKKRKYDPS
RAD54 inh – inhibitors of human RAD54 branch migration, primary screen, biochemical, fluorescence, single point. RAD54 Holliday junction branch migration, FAM/BHQ fluorescence. inhibition, % at 10.4 µM. 360,000 compounds, 0.14% hits. AID 602329, 2012;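 active means mean normalized replicate activity at least 40 and at least half of replicates scoring 40 or more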;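 further: 0% = median of neutral control wells and 100% = median of positive control wells; inhibitors cause a drop in the FAM fluorescence signal; in these data hits start at about 50%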
CASP6 VEID inh – human caspase-6 inhibitors, primary screen, biochemical, VEID-R110 fluorescence, single point, set 2; 350,000 compounds, 0.53% hits; P55212; inhibition, % at 12.5 µM; purified caspase-6, Z-VEID-R110 cleavage fluorescence;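 active means mean inhibition across replicates at least about 35%, with every replicate also reaching that limit, limit read from the data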;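 further: 0% = median of neutral control wells and 100% = no fluorescence left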
PglD inh – C. jejuni PglD acetyltransferase inhibitors, primary screen, biochemical, DTNB colorimetric, single point | UDP-N-acetylbacillosamine N-acetyltransferase PglD (Campylobacter jejuni) | purified PglD enzyme, DTNB colorimetric CoA detection | inhibition, % at 12.5 µM | 360,000 compounds, 0.098% hits | AID 602405, 2012; in the data active means inhibition above about 16%, passing the limit was not always enough; further: strong numbers were not always called active
esBAF inh – Bmi1 luciferase reporter increase in mESCs, primary screen, esBAF inhibitor project, mouse ES cells, Bmi1 luciferase knock-in, single point. 350,000 compounds, 2% hits. 24 h; 100% = twice the neutral-well signal. reporter increase, % at 12.5 µM; in the data active means activation above about 40%;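 further: 0% = median of the plate's neutral control wells and 100% = double that signal; a rise in the Bmi1 reporter signal indicates esBAF inhibition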
E-sel inducer – E-selectin induction in HUVECs, primary screen, imaging, HUVEC, immunofluorescence imaging, single point; normalized: neutral wells 0, TNF-alpha wells 100; activation, % at 7.58 µM; 260,000 compounds, 0.37% hits; AID 686992, 2013;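 active means mean E-selectin-positive cell signal at least 10% of the positive control, reached in at least 60% of replicates, without over 20% cell loss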;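 further: in these data hits start at about 27%; measured in HUVEC primary endothelial cells; signal is the percent of cells scored E-selectin positive by PE staining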
Target sequence (P16581 whole entry, looked up): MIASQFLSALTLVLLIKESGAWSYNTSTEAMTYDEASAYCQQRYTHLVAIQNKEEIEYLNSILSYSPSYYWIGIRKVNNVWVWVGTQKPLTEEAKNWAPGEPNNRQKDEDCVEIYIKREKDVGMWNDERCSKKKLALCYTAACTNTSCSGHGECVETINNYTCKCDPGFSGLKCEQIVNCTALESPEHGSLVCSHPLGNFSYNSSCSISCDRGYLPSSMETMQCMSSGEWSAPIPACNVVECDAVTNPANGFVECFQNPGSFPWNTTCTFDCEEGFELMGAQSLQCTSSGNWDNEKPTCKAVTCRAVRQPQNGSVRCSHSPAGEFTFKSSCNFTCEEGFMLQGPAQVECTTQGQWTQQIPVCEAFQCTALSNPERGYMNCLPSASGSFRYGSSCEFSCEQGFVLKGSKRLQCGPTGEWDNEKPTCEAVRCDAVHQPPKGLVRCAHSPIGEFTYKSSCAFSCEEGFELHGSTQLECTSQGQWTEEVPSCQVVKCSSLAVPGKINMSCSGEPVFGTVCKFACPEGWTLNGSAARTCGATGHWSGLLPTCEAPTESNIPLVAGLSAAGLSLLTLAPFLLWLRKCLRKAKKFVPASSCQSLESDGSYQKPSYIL
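System: HUVEC, human umbilical vein endothelial cells; quantity: 3,000 cells/well; buffer or medium: EGM-2 medium, gelatin-coated wells; dosing: single-point compound dose; detection: immunofluorescence imaging; evaluation: % PE-positive cells; benchmarks: TNF-alpha, DMSO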
ARNT-TACC3 inh – disruptors of ARNT/TACC3 protein interaction, primary screen, biochemical, AlphaScreen, single concentration. Transforming acidic coiled-coil-containing protein 3 (Homo sapiens), Q9Y6A5. AlphaScreen His-ARNT PAS-B/GST-TACC3 binding, luminescence; TACC3 fragment carries E629A point mutation. inhibition, % at 9.99 µM. 390,000 compounds, 0.66% hits. AID 623870, 2012;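 active means mean inhibition of replicates at least 50% and at least half of replicates each reaching 50%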;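 further: 0% = complete ARNT plus TACC3 wells and 100% = ARNT alone without TACC3; many hits fall short of the cut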
ERp5 inh – inhibitors of ERp5-driven insulin aggregation, primary screen, biochemical, turbidity, absorbance 650 nm, single point; inhibition, % at 9.99 µM; Protein disulfide-isomerase A6 (Homo sapiens), Q15084; 90 min; 350,000 compounds, 0.05% hits;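 active means mean replicate inhibition above about 25%, with every replicate also reaching it, limit read from the data, passing the limit was not always enough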
* = called active by the depositor; · = not tested or not shown.

nr	Molecule	CASP6 VEID inh	PglD inh	E-sel inducer	ARNT-TACC3 inh	RAD52 inh	esBAF inh	ERp5 inh	RAD54 inh
1	CCOC(=O)C1CCN(C(=O)Nc2ccc3nccnc3c2)CC1	·	1	·	13	·	0	·	1
2	CC(C)NC(=O)N1C[C@@H]2[C@H](c3ccccc31)[C@H](CO)N2C(=O)C1CCCC1	0	1	0.0	-2	1	-2	0	4
3	COc1cccc(C2CC(c3ccc(C)cc3)n3ncnc3N2)c1 (stereo not given)	-1	-1	0.0	2	-11	0	-5	5
4	CCOC(=O)[C@]12CCCC=C1N(Cc1cccc3ccccc13)C(=O)[C@H](CC(=O)NCC13CC4CC(CC(C4)C1)C3)C2	-3	·	0.1	·	-10	·	-3	·
5	COc1ccc(S(=O)(=O)N(C)C[C@@H]2Oc3ccc(NC(=O)C4CCCCC4)cc3C(=O)N([C@H](C)CO)C[C@@H]2C)cc1	-4	9	0.0	-3	13	5	5	6
6	COc1ccc(N2CCN(C(=O)c3cc(C)on3)CC2)cc1	-1	0	4.6	6	-2	2	-1	-2
7	COc1ccc(NC(=O)N(C)C[C@@H]2Oc3ccc(NC(=O)NC(C)C)cc3C(=O)N([C@H](C)CO)C[C@H]2C)cc1	1	23	-0.2	-7	19	-2	-3	-2
8	O=C(CSc1ccccc1)N1CCCC(Nc2ccccc2)C1 (stereo not given)	-2	-4	-1.0	0	-12	-3	-4	-11
9	COc1ccccc1/C=C\C=N\n1c(-c2ccc(Cl)cc2)n[nH]c1=S	4	·	2.7	4	-16	·	2	·
10	CC1(C)CNC(=O)CC(C)(C)N1	0	-2	·	-3	-11	·	6	9
11	CC(C)COc1ccc(C(=O)OCC(=O)NCc2cccs2)cc1	0	-5	-0.5	-5	-9	-6	-2	6
12	O=C(N/N=C/c1ccc(OCc2ccc(F)cc2)cc1)c1ccccc1	0	·	-2.4	-7	-9	·	0	·
13	CC(C)NS(=O)(=O)c1ccc2c(c1)NCC2	-1	·	-0.1	-13	-29	·	4	·
14	CC(C)NC(=O)CSc1ccccc1C(=O)N1CCN(S(=O)(=O)Cc2ccccc2)CC1	3	·	·	-5	8	·	-7	·
15	O=C(NC1CCN(S(=O)(=O)c2ccc(F)cc2)CC1)c1ccccc1	-1	4	·	-6	-15	-2	5	-7
16	COc1cc(CN2CCN(C(c3ccccc3)c3ccccc3)CC2)cc(OC)c1OC	-1	-5	-0.2	4	3	1	-2	-3
17	Cc1ccc2c(c1)N(C)/C(=C/c1cccc[n+]1CCO)S2	-2	-7	-0.5	-7	8	-27	5	25
18	Cc1ccc(NC(=O)C2(N(CC(C)C)C(=O)Cn3nnnc3N)CCCCC2)cc1	·	0	·	3	·	-1	·	-21
19	CCc1ccc(-n2c(SCC(=O)Nc3cccc(S(=O)(=O)NC4=NCCCCC4)c3)nc3ccccc3c2=O)cc1	-2	·	-0.6	·	-13	·	-3	·
20	CCN(C(=O)CN1C(=O)S/C(=C\c2ccc(F)cc2)C1=O)C1CCS(=O)(=O)C1 (stereo not given)	4	2	·	15	-11	14	1	-4
21	C[C@@H]1CN([C@@H](C)CO)C(=O)c2cc(NC(=O)Cc3ccccc3)ccc2O[C@@H]1CN(C)CC1CCCCC1	-1	3	·	-3	8	-3	15	4
22	C[C@@H]1CN([C@@H](C)CO)C(=O)c2cc(NC(=O)Nc3ccc4c(c3)OCO4)ccc2O[C@@H]1CN(C)Cc1ccc(C(F)(F)F)cc1	4	-2	·	2	26	4	-1	7
23	CNC(=O)C[C@H]1CC[C@H]2[C@@H](COC[C@H](O)CN2C(=O)Nc2cccc(OC)c2)O1	2	-1	0.0	6	9	-2	-5	1
24	C[C@@H]1CN([C@@H](C)CO)C(=O)c2cc(NC(=O)Nc3cccc4ccccc34)ccc2O[C@@H](C)CCCCO[C@H]1CN(C)C(=O)Cc1ccccc1	1	2	0.1	27	-19	1	1	2
25	CN(C)CCCNc1nc2cc(-c3ccc4c(ccn4C)c3)sc2c(=O)n1C	-114	-7	-0.2	·	96*	67*	2	54*
26	CCN(Cc1cc(=O)n2ccsc2n1)c1cccc2ccccc12	18	·	-0.1	·	-11	·	0	·
27	COc1ccc2c3c([nH]c2c1)[C@@H](CO)N(C(=O)C1CC1)CC31CN(Cc2cccc(F)c2)C1	-1	·	0.2	·	6	·	-3	·
28	C/C=C/c1ccc2c(c1)O[C@H](CN(C)C)[C@@H](C)CN([C@@H](C)CO)S2(=O)=O	3	-2	0.0	-7	1	-3	2	-5
29	COc1ccc(CCNC(=O)COC(=O)c2cc(Cl)nc(Cl)c2)cc1	-3	-2	-0.1	13	-4	1	4	4
30	Cc1cc2c(cc1C)C(=O)C(=O)N2	0	·	0.0	-6	11	·	-1	·
31	C[C@H]1CN([C@@H](C)CO)S(=O)(=O)c2ccc(-c3ccccc3)cc2O[C@@H]1CN(C)Cc1cccc(F)c1	-1	0	·	-8	9	-5	2	2
32	CC(C)(C)OC(=O)N1CC=C2C(C#N)=C(N)C(C#N)(C#N)C(c3cccs3)C2C1 (stereo not given)	·	7	·	3	·	5	·	-22
33	COCCN(C(=O)CCCc1nc2ccccc2s1)c1c(N)n(CC(C)C)c(=O)[nH]c1=O	-2	-3	-0.1	-1	-23	-6	-12	0
34	O=C(O)c1cccc(Oc2ncnc3sc4c(c23)CCCC4)c1	3	-10	4.7	-6	-9	-1	4	-3
35	Nc1cccc(S(=O)(=O)c2cccc(N)c2)c1	·	2	·	-15	·	-1	·	1
36	COCC#Cc1ccc2c(c1)O[C@@H](CN(C)C(=O)C1CCOCC1)[C@@H](C)CN([C@@H](C)CO)S2(=O)=O	0	4	-0.1	-1	8	0	1	-10
37	CCn1c(O)c(C=Nc2ccccc2)oc1=S	·	-4	·	-14	·	37	·	-13
38	CCOc1cccc(OCCCOc2ccccc2)c1	·	-2	·	-4	·	31	·	-1
39	O=C(NC1CCCC1)N1CCCCN2[C@H](CO)[C@H](c3ccc(-c4ccccc4)cc3)[C@H]2C1	-2	-2	0.1	-3	14	·	-4	-4
40	CCc1cccc(NC(=O)COC(=O)/C=C/c2cccs2)c1	3	4	0.1	-2	-2	7	1	0
41	CCN1CCN(c2cc(C)c3cc(NC(=S)N4CCN(c5ccccc5)CC4)ccc3n2)CC1	-13	-1	0.0	11	-14	-3	4	8
42	COC(=O)c1c(C(=O)OC)c(-c2ccc(OC)cc2)n2c1CS(=O)(=O)C2	4	2	-0.2	2	-17	-6	1	5
43	CCOC(=O)C1=C(C)N(CC(C)C)C(=O)C1	-2	·	2.0	-3	-2	·	2	·
44	COc1ccc(/C=N/c2oc(C)c(C)c2C#N)c(OC)c1	0	·	·	-3	-1	·	-2	·
45	CCc1ccc(NS(=O)(=O)c2c(C(=O)N3CCCCCC3)c(C)n(C)c2C)cc1	-1	-2	·	5	-8	-3	2	8
46	CCOC(=O)c1sc(NC(=O)c2ccc(=O)[nH]c2)nc1C	2	3	0.5	-16	-22	-10	3	-4
47	CC(C)c1ccc(NC(=O)Nc2nnc([C@@H]3C[C@H](O)[C@@H](CO)O3)s2)cc1	3	-5	0.0	·	-17	5	5	-1
48	CCOC(=O)c1nnn(-c2nonc2-n2cccc2)c1CN1CCOCC1	11	0	·	-5	-5	3	1	-5
49	CC(NC(=O)CSc1ncn[nH]1)c1ccc(Cl)cc1Cl (stereo not given)	·	8	0.7	1	-12	-3	-2	2
50	Cc1ccc(NC(=O)c2cc(=O)c3ccccc3o2)cc1S(=O)(=O)N1CCCCC1	-1	·	·	-2	-6	·	-5	·

Other results:
nr	Molecule	CASP6 VEID inh	PglD inh	E-sel inducer	ARNT-TACC3 inh	RAD52 inh	esBAF inh	ERp5 inh	RAD54 inh
51	COc1ccc2c3c([nH]c2c1)[C@H](CO)N(C(=O)NC(C)C)CC31CCN(C(=O)C2CCCCC2)CC1	2	·	0.6	·	15	·	-10	·
52	CN(C)CC(=O)Nc1ccc2c(c1)[C@@H]1C[C@H](CC(=O)NCCc3ccccc3)O[C@H](CO)[C@@H]1O2	-1	-2	0.3	-10	3	-7	5	8
53	CN(C)S(=O)(=O)c1cccc(NC(=S)NCCc2ccccn2)c1	-3	0	-0.1	0	-10	-13	-2	5
54	CCOC(=O)C1=C(CN2CCCCC2)NC(=O)NC1c1cc(C)ccc1C (stereo not given)	·	-5	·	-5	·	-10	·	-9
55	CC(=O)N1C[C@H]2[C@@H](c3ccccc31)[C@@H](CO)N2C(=O)CC1CC1	-1	6	0.2	-5	9	-1	-4	-5
56	Cc1ccc(N2CCN(C(=S)Nc3ccc(Cl)cc3)CC2)cc1	0	-2	0.1	-8	-4	4	4	-13
57	O=C(C[C@H]1C[C@@H]2c3cc(NS(=O)(=O)c4ccc(F)cc4)ccc3O[C@@H]2[C@H](CO)O1)NCc1cc(F)ccc1F	-2	-2	-0.6	-9	-11	5	-1	10
58	C[C@H]1CN([C@@H](C)CO)C(=O)c2cccc(NS(=O)(=O)c3cccs3)c2O[C@H]1CN(C)Cc1ccc(Oc2ccccc2)cc1	-3	2	0.6	0	-85	-7	4	1
59	C[C@@H]1CN([C@H](C)CO)C(=O)c2cc(NS(=O)(=O)c3ccccc3)ccc2O[C@@H]1CN(C)Cc1ccc(-c2ccccc2)cc1	-1	0	-0.2	2	-17	-3	-1	-10
60	CCc1ccccc1NC(=O)CN(C)Cc1c(O)ccc2ccccc12	1	2	0.2	2	-10	-7	7	10
61	O=C(/C=C/c1ccc(Cl)cc1Cl)NCc1ccncc1	0	4	·	1	-3	9	0	-6
62	CCOC(=O)CSc1nc2sc(C)c(C)c2c(=O)n1C	·	2	·	-9	·	-3	·	-1
63	COc1cc(C2N(c3ccccc3)CCN2c2ccccc2)ccc1OC(C)=O	·	-1	·	-3	·	38	·	-1
64	COc1cc2oc(=O)cc(CN3CCN(C(C)=O)CC3)c2cc1Cl	2	2	-0.8	·	-12	-1	-3	-4
65	COCCn1c(SCC(=O)NC2CCCC2)nnc1C(C)C	1	3	0.2	-3	-2	2	5	-16
66	C/C=C/c1ccc([C@H]2[C@@H](CO)N(Cc3cncnc3)C23CN(C(=O)COC)C3)cc1	1	·	0.2	·	-7	·	3	·
67	O=C(Nc1cccc(-c2cnc3ccccc3n2)c1)c1ccncc1	-4	·	0.5	-4	-3	·	1	·
68	NS(=O)(=O)c1ccc(CCNC(=O)COC(=O)c2cc([N+](=O)[O-])ccc2N2CCOCC2)cc1	1	1	·	1	-1	3	0	6
69	CCOC(=O)c1n[nH]n2c1nc(=S)c1ccccc12	-1	1	-0.1	1	4	-1	2	-9
70	COc1ccc(NS(=O)(=O)c2cccc(C(=O)NCc3ccco3)c2)cc1	5	2	·	3	-10	·	0	7

One compound at a time, as listed above.
COc1ccc2c3c([nH]c2c1)[C@H](CO)N(C(=O)NC(C)C)CC31CCN(C(=O)C2CCCCC2)CC1 is listed as CASP6 VEID inh: 2; PglD inh: ·; E-sel inducer: 0.6; ARNT-TACC3 inh: ·; RAD52 inh: 15; esBAF inh: ·; ERp5 inh: -10; RAD54 inh: ·
Cc1ccc(NC(=O)c2cc(=O)c3ccccc3o2)cc1S(=O)(=O)N1CCCCC1 is listed as CASP6 VEID inh: -1; PglD inh: ·; E-sel inducer: ·; ARNT-TACC3 inh: -2; RAD52 inh: -6; esBAF inh: ·; ERp5 inh: -5; RAD54 inh: ·
